# Assay outcomes: PubChem BioAssay, National Center for Advancing Translational Sciences (NCATS)
# HCMV inh – qHTS Assay for inhibitors of the human cytomegalovirus (HCMV); 410,000 compounds, 4.5% hits; HFF cells, HCMV-luciferase reporter, 72 h; active compounds read low; activity change, negative = inhibition, % at 57.5 µM; in the data active means activity change below about -60%; inconclusive means no clear call, values can overlap the other calls; inactive means above about -39%
#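 After 16 h attachment at 37C, HFF cells received test compound and HCMV-luciferase (1 PFU/cell); reporter luminescence read 72 h later, data normalized against buffer-only and known inhibitor Salinomycin.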
# HCV inhibitor – qHTS Assay for Inhibitors of Hepatitis C Virus (HCV); 340,000 compounds, 3.4% hits; Huh7.5.1 HCVcc-Cre infection, luciferase reporter, 44 h; Potency, µM (series often up to 41.8 µM), for the others: at the top dose activity change, negative = inhibition, most hits filed as inhibitors; further: potency means the concentration at half of the fitted maximal effect
#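 A cell-based infection assay in which seeded cells (1,000 per well) receive test compound after 4 h, are inoculated with HCVcc-Cre at approximately 0.5 moi, and are incubated 44 h before luminescence detection.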
# AMA1-RON2 inh – qHTS for Inhibitors of AMA1-RON; Towards Development of Antimalarial Drug Lead: Primary Screen. AlphaScreen AMA1-biotinylated RON2 peptide binding. Potency, µM (titrated, usually from 58.2 µM), for the others: at the top dose activity change, negative = inhibition, hits mostly inhibitors. 360,000 compounds, 0.2% hits. AID 720542, 2013;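 further: potency means the concentration at half of the fitted maximal effect; 0% = vehicle wells and -100% = peptide control; nearly all actives have a fitted effect of over 45% in size; some results filed as inactive show a strong effect at the top dose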
#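 AMA1 (3D7) with his tag at 25 nM final met compounds first, then biotinylated RON2 peptide at 25 nM; detection used donor plus acceptor beads, 10 µg/mL apiece, read by AlphaScreen after 30 min at room temperature.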
# AmpC detergent – qHTS Inhibitors of AmpC Beta-Lactamase (assay with detergent); AmpC hydrolysis of nitrocefin, absorbance 480 nm, 0.01% Triton; Potency, µM (top dose mostly 114 µM), for the others: at the highest dose activity change, negative = inhibition, actives largely listed as inhibitors; 370,000 compounds, 0.041% hits; AID 485294, 2010;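 further: potency means the concentration at half of the fitted maximal effect; 0% = no-compound wells and -100% = no-enzyme wells; nearly all actives have a fitted effect of over 25% in size; some results filed as inactive show a strong effect at the top dose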
# Target sequence (P00811 whole entry, looked up): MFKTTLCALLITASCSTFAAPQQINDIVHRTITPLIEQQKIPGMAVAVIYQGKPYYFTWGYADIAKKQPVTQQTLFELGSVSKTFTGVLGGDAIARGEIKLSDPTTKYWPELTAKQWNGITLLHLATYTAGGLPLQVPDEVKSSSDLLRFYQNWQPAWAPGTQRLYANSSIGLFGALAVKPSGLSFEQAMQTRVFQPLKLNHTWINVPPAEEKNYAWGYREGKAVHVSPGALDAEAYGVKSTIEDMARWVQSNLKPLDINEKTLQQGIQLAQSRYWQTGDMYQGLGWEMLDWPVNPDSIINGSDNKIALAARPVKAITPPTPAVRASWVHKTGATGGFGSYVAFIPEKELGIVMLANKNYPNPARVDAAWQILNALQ
#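 AmpC (5.3 nM in the dispensed reagent) in 20 mM phosphate pH 7.0 with 0.01% (detergent screen) or 0.0001% Triton X-100 was preincubated with compounds for 15 min at room temperature. Nitrocefin was then added from an 800 uM solution, and hydrolysis was followed at 480 nm.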
# Giardia FBPA inh – qHTS Assay for Inhibitors of Fructose-1,6-bisphosphate Aldolase from Giardia Lamblia | purified Giardia FBPA | 290,000 compounds, 0.71% hits | Potency, µM (titrated, usually from 59.6 µM), inactives show at the highest dose activity, negative = inhibition, usual class: inhibitors | A8B2U2; further: potency means the concentration at half of the fitted maximal effect; nearly all actives have a fitted effect of over 55% in size
# Target sequence (A8B2U2 whole entry, looked up): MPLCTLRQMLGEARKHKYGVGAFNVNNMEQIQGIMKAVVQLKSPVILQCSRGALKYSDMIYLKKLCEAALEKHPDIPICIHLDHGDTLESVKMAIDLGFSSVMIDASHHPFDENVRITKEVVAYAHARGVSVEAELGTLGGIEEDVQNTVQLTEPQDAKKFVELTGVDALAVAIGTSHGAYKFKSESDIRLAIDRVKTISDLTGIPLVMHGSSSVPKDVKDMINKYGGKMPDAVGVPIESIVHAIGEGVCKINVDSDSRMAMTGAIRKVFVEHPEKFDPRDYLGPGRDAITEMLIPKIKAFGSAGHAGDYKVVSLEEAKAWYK
#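 40 nM FBPA preincubated 10 min at RT with compound (up to 57.5 uM final), then substrate plus GAPDH/TPI/NAD/arsenate coupling and diaphorase/resazurin added. Fluorescence read after 20 min at RT, 525/598 nm.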
# Sm TGR block – qHTS Assay for the Inhibitors of Schistosoma Mansoni Peroxiredoxins | Schistosoma mansoni thioredoxin glutathione reductase (TGR), Q962Y6 | purified TGR, DTNB reduction, TNB absorbance 405 nm | Potency, µM (top dose mostly 114 µM), for inactives: top-dose activity change, negative = inhibition, usual class: inhibitors | 360,000 compounds, 3% hits | AID 485364, 2010; further: potency means the concentration at half of the fitted maximal effect; nearly all actives have a fitted effect of over 60% in size
#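 Kinetic colorimetric format: TGR-catalysed, NADPH-driven DTNB reduction monitored via TNB absorbance. Enzyme dispensed at 20 nM; compound exposure 15 min at room temperature before reaction start.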
# * = called active by the depositor; ? = inconclusive; nt = no result given; [ ] = dose if it differs, or a comment. Unless noted, the call rests on the fitted dose curve; in most records, active means well fitted curve in the direction sought with a large enough effect; inconclusive means small, poorly fitted or top-dose-only effect, or another doubt; inactive means no such curve, though single readings can be large; an effect the other way counts as inactive or inconclusive. Unless noted, on the % scale 0 is the no-effect control and ±100 the full control effect.
no.	canonical_smiles	Sm TGR block	HCV inhibitor	AmpC detergent	Giardia FBPA inh	AMA1-RON2 inh	HCMV inh
1	COc1ccc(C(=O)Nc2cccc3nc(C)ccc23)cc1OC	?	1%	?	2%	6%	39
2	c1ccc(Sc2cccc3ccccc23)c(CNC2=NCCN2)c1	4%	?	1%	3%	-12%	-67*
3	COc1ccc(NC(=O)/C(C#N)=C/c2ccc[nH]2)c(OC)c1	-27%	-2%	0%	nt	-13%	44
4	O=C(NCc1cn(-c2ccccc2)nc1-c1ccc(F)cc1)c1cccc([N+](=O)[O-])c1	0%	?	-1%	-3%	-14%	-33
5	O=c1c(OC2OC(CO)C(O)C(O)C2OC2OC(CO)C(O)C(O)C2O)c(-c2ccc(O)cc2)oc2cc(O)cc(O)c12 (stereo not given)	-28%	11%	-6%	-18%	?	24
6	Cn1c(=O)c2cc(S(=O)(=O)NCCC(=O)NC3CCCCCCC3)ccc2n(C)c1=O	4%	nt	-7%	6%	32%[activator]	17
7	Cc1ccc2nc(-c3ccco3)c(Nc3ccc4c(c3)OCCO4)n2c1	4%	nt	23%	nt	nt	51
8	Cc1ccc(-c2nnc3c4ccccc4c(C)nn23)cc1S(=O)(=O)N1CCN(CCO)CC1	9%	1%	?	-1%	41%[activator]	45
9	O=c1c2ccccc2n(Cc2cccc(F)c2)c(=O)n1C1CCCC1	5%	?	-10%	2%	20%	21
10	COc1ccc(NC(=O)CN(Cc2ccccc2)S(=O)(=O)c2ccc(C)cc2)cc1Cl	-9%	nt	0%	nt	nt	-14
11	CCn1c(Cc2ccccc2)nnc1SCc1cccc(C(=O)O)c1	2%	15%	?	20%	-5%	-18
12	O=C(NCCCn1ccnc1)c1ccc(Br)cc1	10%	28%	-15%	-1%	-15%	1
13	COCCCNC(=O)COc1ccc(Cl)c(C)c1	-1%	20%	-7%	3%	-1%	12
14	CCOC(=O)C1(c2ccccc2)CCN(CCc2ccc(NC(=O)CCC(=O)O)cc2)CC1	nt	13%	nt	nt	-2%	-28
15	Cc1nnc(NC(=O)c2ccc(-c3cccc(C(F)(F)F)c3)o2)s1	2%	13%	0%	3%	124%[activator]	-8
16	O=C(Nc1ccccc1)Nn1cnnc1	2%	13%	-10%	8%	-2%	23
17	CCCc1nnc(NC(=O)c2cc(OC)cc(OC)c2)s1	2%	-20%	3%	2%	-6%	15
18	COC(=O)C(CC(C(=O)OC)C(=O)OC)C(=O)OC	1%	20%	1%	-19%	1%	-29
19	Cc1cc(-c2nnc(CCC(=O)N(C)CCc3ccccc3)o2)no1	1%	-3%	-1%	3%	-6%	62
20	CC(C)(C)c1ccc(COn2ccnc2)cc1	nt	13%	2%	-1%	1%	6
21	COc1ccc(C2CC(=O)c3cnc(N4CCc5ccccc54)nc3C2)cc1OC (stereo not given)	8%	nt	9%	1%	nt	nt
22	CC(=O)c1cccc(NC(=O)CN2C(=O)C3C4C=CC(C4)C3C2=O)c1 (stereo not given)	-13%	-9%	-13%	-4%	-3%	6
23	O=C(c1ccccc1F)N1CCN(c2ncccn2)CC1	9%	5%	5%	5%	-1%	-1
24	COc1ccc2ccccc2c1C(=O)/C=C\c1ccoc1	22µM*	-4%	7%	?	?	-17
25	O=C1CC(NS(=O)(=O)c2cccs2)CN1c1ccc(Cl)cc1 (stereo not given)	-4%	-1%	?	nt	-6%	-12
26	Cn1c2c(c(=O)n(C)c1=O)C(NC(=O)c1ccco1)(C(F)(F)F)C(=O)N2 (stereo not given)	9%	12%	3%	10%	0%	51
27	Cc1ccc(C)c(NC(=S)c2ccc3ccccc3n2)c1	7%	-13%	-1%	10%	?	15
28	C#CCOCCOCCOCCNc1nc(N2CCN(C(=O)[C@H](CCCCN)n3cc([C@@H](N)CO)nn3)CC2)nc(N2CCN(C(=O)[C@H](Cc3ccc(O)cc3)n3cc([C@@H](N)CC(C)C)nn3)CC2)n1	0%	12%	10%	5%	0%	31
29	Nc1ccc(C23CC4CC(CC(O)(C4)C2)C3)cc1	0%	-4%	-15%	-7%	21%	-15
30	O=C(CN(Cc1ccco1)C(=O)CNS(=O)(=O)c1ccc(F)cc1)NCc1ccccc1	-24%	-8%	0%	nt	22%	0

# Another view of 4 compounds above.
1) COc1ccc(C(=O)Nc2cccc3nc(C)ccc23)cc1OC
2) c1ccc(Sc2cccc3ccccc23)c(CNC2=NCCN2)c1
3) COc1ccc(NC(=O)/C(C#N)=C/c2ccc[nH]2)c(OC)c1
4) O=C(NCc1cn(-c2ccccc2)nc1-c1ccc(F)cc1)c1cccc([N+](=O)[O-])c1

compound no.	1	2	3	4
Sm TGR block	?	4%	-27%	0%
HCV inhibitor	1%	?	-2%	?
AmpC detergent	?	1%	0%	-1%
Giardia FBPA inh	2%	3%	nt	-3%
AMA1-RON2 inh	6%	-12%	-13%	-14%
HCMV inh	39	-67*	44	-33

# The list goes on:
no.	canonical_smiles	Sm TGR block	HCV inhibitor	AmpC detergent	Giardia FBPA inh	AMA1-RON2 inh	HCMV inh
31	O=C(O)/C=C/C(=O)N1CCN(S(=O)(=O)c2cc(C(F)(F)F)ccc2Cl)CC1	-5%	17%	-1%	5%	-9%	-3
32	CCc1ccc(-n2nc(CO)c(C(=O)NCc3ccccc3OC)n2)cc1	-1%	nt	0%	nt	nt	42
33	CCOc1cc(C=O)cc(Br)c1OCC(=O)NCCc1ccccc1	-2%	?	-10%	0%	-9%	53
34	O=C(NCc1ccccc1)c1ccc(CSc2nc3cccnc3n2Cc2cccc(F)c2)cc1	4%	nt	6%	nt	nt	-67*
35	CCN(C(=O)c1cnc2ccc(C)cn2c1=O)c1ccccc1	0%	nt	19%	nt	nt	-2
36	O=C(C1CCC(CNc2c(N3CCCCC3)c(=O)c2=O)CC1)N1CCN(c2ccccn2)CC1 (stereo not given)	-18%	-7%	-10%	-3%	3%	-12
37	Cc1ccc(Sc2ncccc2C(=O)NCc2cc([N+](=O)[O-])ccc2O)c(C)c1	?	5%	-8%	nt	-1%	-10
38	O=C(Cn1[nH]c(=O)c2ccccc2c1=O)OCC(=O)N1CCCc2ccccc21	-24%	1%	-10%	-5%	0%	26
39	COc1cc(C(=O)OCC(=O)Nc2c(F)c(F)c(F)c(F)c2F)cc(OC)c1OC	?	-10%	?	8%	-21%	8
40	CCC(C)(C)NC(=S)Nc1ccccc1C	3%	3%	-14%	3%	-6%	?
41	O=C(Cn1cnc2c(nnn2-c2cccc(Cl)c2)c1=O)N1CCCC1	1%	6%	-1%	-2%	-5%	14
42	CC(OC(=O)c1cccc(-n2cnnn2)c1)C(=O)Nc1ccccc1F (stereo not given)	-12%	?	-12%	nt	-5%	-9
43	Cc1ccc(NC(=O)CNC(=O)C2CCCCC2)nc1	1%	-1%	-13%	nt	-12%	5
44	O=C(O)C1CC(c2cccc(Br)c2)=NO1 (stereo not given)	-12%	-2%	-10%	12%	33%[activator]	-32
45	C/C(CC(=O)Nc1ccc2c(c1)OCCO2)=N\NC(=O)COc1ccccc1C	1%	3%	2%	-4%	75%[activator]	8
46	COc1cccc2cc(C(=O)CS(=O)(=O)c3ccc(C)cc3)c(=O)oc12	?	16%	1%	nt	-7%	nt
47	Cc1ccccc1OCC(=O)Nc1ccc(N2CCN(C(=O)C(C)C)CC2)c(Cl)c1	-28%	32µM*	2%	-7%	-4%	1
48	O=C(/C=C\c1ccco1)Oc1cccc2cccnc12	?	?	-5%	?	66%[activator]	12
49	O=C(CSc1nc(-c2ccc(F)cc2)cs1)NC(=O)NCc1ccco1	-14%[11.4 µM]	-16%	-14%	-1%	-1%	-31
50	COc1ccccc1NC(=O)COn1nnc2ccc(S(=O)(=O)N3CCOCC3)cc21	7%	?	4%	-1%	6%	-63*
51	COc1ccc(CCNC(=O)CCN2C(=O)C(C)Oc3ccc(C)cc32)cc1OC (stereo not given)	-23%	-2%	6%	1%	17%	9
52	Cc1cc(C)cc(-n2cc(C(=O)O)c(=O)cc2C)c1	?	11%	5%	-10%	11%	-80*
53	CCCOc1ccc(CNC(=O)C(C)n2nc(C)n3c(cc4occc43)c2=O)cc1 (stereo not given)	-13%	nt	0%	nt	nt	-34
54	CN(C)C(=O)Oc1ccc(OCc2n(C)c3ccccc3[n+]2C)cc1	-8%	16%	?	4%	-9%	-6
55	CCOCCn1c(CN2CCN(C)CC2)nc2c1c(=O)n(C)c(=O)n2C	3%	22%	4%	0%	11%	8
56	CCOc1ccc(CCNC(=O)c2cc3c(s2)-c2c(C)cccc2OC3)cc1	-14%	nt	18%	nt	nt	-2
57	CCOc1ccc(NC(=O)N2CCN(c3nnc(C)c4c(C)n(-c5ccccc5)nc34)CC2)cc1	2%	nt	-5%	nt	nt	0
58	COc1ccccc1NC(=O)c1sc2nc(C)c(C(=O)Nc3ccc(C)cc3C)c(-c3ccccc3Cl)c2c1N	1%	nt	11%	nt	nt	11
59	COc1ccc(NC(=O)CN(C)C(=O)c2cccc(NS(=O)(=O)c3ccc(Br)cc3)c2)cc1	-15%	-21%	-8%	nt	-4%	-6
60	CCNC(=O)NC1(C(=O)N2CCC(Cc3ccccc3)CC2)CCCCC1	3%	0%	-9%	3%	3%	-13
61	Cc1ccc(/C=N/NC(=O)c2nnn(-c3nonc3N)c2CSc2ccc(Cl)cc2)cc1	-1%	-10%	?	1%	12%	46
62	Cc1cccc(NC(=O)CSc2ccc(C(N)=O)cc2[N+](=O)[O-])c1C	-8%	37%[activator]	0%	3%	-6%	-15
63	COc1cc(/C=N\NC(=O)OC(C)(C)C)ccc1OC(=O)c1ccco1	10%	7%	3%	-1%	-7%	52
64	COC(=O)c1ccc(NC(=O)CC2C(=O)N(c3cccc(OC)c3)C(=O)N2C(C)C)cc1 (stereo not given)	-6%	nt	?	nt	nt	13
65	CN1CCN(c2ccc(S(=O)(=O)N3CCCCC3)cc2NC(=O)/C=C/c2ccc(Cl)c([N+](=O)[O-])c2)CC1	4%	?	-16%	nt	-15%	-80*
66	CCc1ccc(CN(Cc2cn[nH]c2-c2ccc(OC)cc2)C(=O)Nc2cc(Cl)ccc2OC)cc1	-1%	nt	7%	nt	nt	-35
67	Cc1ccc(S(=O)(=O)N(CC(=O)O)Cc2ccccc2)cc1	4%	-2%	?	-3%	-6%	-18
68	CSc1nc(C)cc(C)c1C#N	12%	7%	0%	nt	-4%	25
69	O=C(Cc1n[nH]c(=O)[nH]c1=O)N/N=C/c1cccc(O)c1	4%	13%	0%	-4%	15%	14
70	Cc1cc(C)n(-c2nc3ccccc3n3c(C)nnc23)n1	12%	0%	5%	-3%	3%	-13
71	Cc1ccccc1CN(CC(=O)Nc1cccc([N+](=O)[O-])c1)S(=O)(=O)c1ccc(Cl)cc1	8%	?	-6%	-17%	-9%	-37
72	COc1ccc(S(=O)(=O)N2CCOCC2)cc1NC(=O)CSc1nnc(C2CC2)n1N	-10%	10%	-14%	0%	0%	6
73	O=C1CC2(CCCC2)CC(=O)N1c1ccccc1	1%	-1%	-7%	7%	-11%	62
